Source: PubChem BioAssay
PMI inhibition: MPI inhibition at elevated mannose 6-phosphate – biochemical, fluorescence intensity, high mannose 6-phosphate, primary screen (AID 1220). inhibition, % at 20 µM; hits with a dose series show IC50 in µM. recombinant PMI enzyme, coupled fluorescence intensity; higher % means a stronger effect. 190,000 tested, 0.66% active; in the data active = inhibition above about 50%
SIAH1 antagonists: blockers of Siah-1 interaction with plectin peptide – biochemical, fluorescence polarization, rhodamine-plectin, uHTS, primary screen (AID 1817); Siah-1 / rhodamine-plectin peptide fluorescence polarization; higher % means a stronger effect; displacement, % at 20 µM, or IC50 in µM where a hit was titrated; 290,000 tested, 0.02% active;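 active = displacement of at least 50% at 20 µM, with a fluorescence ratio check between 0.3 and a set limit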;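 note: plate controls were Siah plus tracer with DMSO for no effect and tracer alone without Siah for full effect; strong numbers were not always called active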
XIAP antagonists: XIAP antagonists, biochemical, IAP family, fluorescence polarization (AID 1018) | 200,000 tested, 0.007% active | displacement, % at 20 µM; hits with a dose series show IC50 in µM | XIAP BIR domain, fluorescence polarization peptide displacement; higher % means a stronger effect; in the data active = displacement above about 50%; note: a part of the inactive calls stands beside numbers as strong as those of hits
P. falciparum M1AAP: malaria alanyl aminopeptidase activity blockers – biochemical, fluorogenic H-Leu-NHMec substrate, 1536-well (AID 1445); recombinant M1AAP, H-Leu-NHMec fluorogenic kinetic assay; higher % means a stronger effect; inhibition, % at 30 µM; hits with a dose series show IC50 in µM; 220,000 tested, 0.42% active;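 active = primary inhibition above the hit cutoff, then over 50% inhibition at one or more dose response concentrations, cut at about 23% in these data, passing the limit was not always enough; inconclusive = conflicting primary data, or primary hits not chosen for dose response; inactive = low primary inhibition, or under 50% at every dose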;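 note: plate controls were DMSO full reaction for no effect and no enzyme background for full effect; strong numbers were not always called active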
P. falciparum M17LAP: P. falciparum M17LAP inhibitors, primary screen, biochemical, fluorogenic H-Leu-NHMec substrate, 1536-well (AID 1619). 220,000 tested, 0.38% active. recombinant M17LAP, H-Leu-NHMec fluorogenic kinetic assay; higher % means a stronger effect. one-dose inhibition, % at 30 µM; IC50 in µM for titrated hits;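 active = compound inhibiting the enzyme by more than half at any dose during confirmatory dose-response retesting; inconclusive = strong single-dose inhibitors picked by rank but not retested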;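 note: plate controls were full reaction with DMSO carrier for no effect and no enzyme background for full effect; strong numbers were not always called active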
West Nile virus CPE: West Nile virus antiviral activity, cell-based, CPE readout (AID 1621) | West Nile virus-infected cells, CPE inhibition; higher % means a stronger effect | CPE inhibition, % at 10 µM; hits with a dose series show IC50 in µM | 290,000 tested, 0.02% active; in the data active = a potency from the dose series; inconclusive = CPE inhibition mostly from about 3.7% at the one dose, without a potency; inactive = the rest, 99 in 100 with CPE inhibition below about 2.2%; note: strong numbers were not always called active
CSM14.1 death rescue: rescue of cells from ER stress-induced death, primary screen, 384-well, CSM14.1, thapsigargin, ATP luminescence (AID 1222); CSM14.1 thapsigargin-induced death rescue, ATP luminescence; higher % means a stronger effect; one-dose cellular ATP content (survival), % at 20 µM; EC50 in µM for titrated hits; 190,000 tested, under 10 active;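 active = EC50 below 50 µM in the dose-response confirmation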;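 note: death triggered by thapsigargin at about 15 µM added after 2 h compound pretreatment; cell ATP read after overnight thapsigargin exposure of roughly 18 to 22 hours; normalized against plate controls of thapsigargin alone and 5% DMSO vehicle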
PhoP inhibition: inhibitors of PhoP regulon expression, primary screen, Salmonella Typhimurium, GFP reporter (AID 1863); one-dose inhibition, % at 50 µM; IC50 in µM for titrated hits; 300,000 tested, 0.16% active; S. Typhimurium PhoP-regulated promoter GFP reporter, 4 h; higher % means a stronger effect;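 active = inhibition over 29.93%, a cutoff 3 SD above the screen mean, later confirmed by dose response; inconclusive = inhibition over 29.93% but no dose response follow-up; inactive = inhibition at most 29.93% or unconfirmed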;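 note: 0% = low Mg2+ inducing control and 100% = high Mg2+ repressing control; strong numbers were not always called active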
Yfh1-depleted yeast: enhancers of respiration in Yfh1-depleted yeast, dose response, Friedreich's ataxia, plus single-dose screen (AID 1465) | fold induction at 50 µM, or EC50 in µM where a hit was titrated | 220,000 tested, 0.074% active | S. cerevisiae Yfh1-off respiration, WST-1 reduction, 72 h; higher fold induction means a stronger effect;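 active = fold induction of absorbance versus untreated yeast above a set limit, then at least 30% activation at any dose in follow-up; inconclusive = repeats straddling the limit, or above it without dose testing; inactive = fold induction below the set limit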;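 note: activators that raise dye reduction in frataxin-depleted yeast; strong numbers were not always called active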
Active calls of the source: *; i = inactive; ? = inconclusive; / = no result given.

SMILES	PMI inhibition	SIAH1 antagonists	XIAP antagonists	P. falciparum M1AAP	P. falciparum M17LAP	West Nile virus CPE	CSM14.1 death rescue	PhoP inhibition	Yfh1-depleted yeast
COc1ccc(C(C(=O)NC2CCCC2)N(Cc2cccs2)C(=O)c2ccn[nH]2)cc1OC (stereo unspecified)	14%	0%	-5.5%	9%	-2%	0.1%	-0.5%	0%	i
CC12CN3CC(C)(CN(C1)C3c1ccccc1)C2O (stereo unspecified)	/	-1%	1.8%	-1%	15%	0.7%	2.4%	7%	i
COc1ccc(S(=O)(=O)Nc2cc(Cl)ccc2OC)cc1	15%	1%	-5.9%	4%	1%	0.3%	-1.4%	15%	i
Cc1oc2ccc(OCc3ccccc3F)cc2c1C(=O)O	-1%	2%	-4.8%	2%	15%	0.1%	0.2%	9%	i
COc1ccccc1NS(=O)(=O)c1ccc(C(=O)OCC(=O)NCc2ccco2)cc1	8%	6%	-2.1%	2%	-4%	-0.3%	1.1%	-5%	i
COC(=O)c1cccc(S(=O)(=O)N2CCCCC2)c1	2%	-3%	-5.8%	-3%	0%	0.3%	-0.9%	19%	i
Cn1c(=O)[nH]c(=O)c2c1nc(N1CCCC1)n2CCCSc1nnnn1-c1ccccc1	-10%	-3%	-4.6%	0%	5%	-1.0%	-0.6%	3%	i
Cc1ccc(S(=O)(=O)N(C)CC(=O)OCC(=O)N2CCN(c3ccccc3)CC2)cc1	6%	2%	-1.9%	5%	-1%	-0.5%	-3.7%	-17%	i
O=C(NCc1nnc(SC/C=C/c2ccccc2)o1)c1ccco1	-6%	-5%	-5.5%	17%	7%	-0.7%	-1.2%	-5%	i
COCCn1c(=NC(=O)CSCC(=O)Nc2cc(C)on2)sc2cc(C(=O)OC)ccc21	3%	6%	-1.1%	10%	22%	-0.6%	-3.7%	-12%	i
CCOC(=O)N1CCN(C(=O)C2CCN(S(=O)(=O)c3ccc(F)cc3)CC2)CC1	15%	-2%	-1.1%	8%	3%	0.3%	0.0%	1%	i
O=C(Nc1ccccc1Cc1ccccc1)c1oc2ccccc2c1COc1ccccc1	-2%	-3%	0.8%	-2%	-12%	-1.2%	-6.9%	19%	i
CCOC(=O)c1c(N)sc(C(O)(C(F)(F)F)C(F)(F)F)c1-c1ccccc1	16%	2%	-3.7%	-7%	0%	0.1%	-0.5%	25%	i
O=C(CCNS(=O)(=O)c1cccs1)NC1CCN(Cc2ccccc2)CC1	6%	-2%	-2.9%	-2%	-1%	0.8%	-14%	-9%	i
CCOc1ccc(-n2c(=O)c3sccc3n(Cc3cccc([N+](=O)[O-])c3)c2=O)cc1	3%	-7%	-5.7%	6%	-13%	-0.6%	0.9%	-4%	i

In the list so far, these contain an NH in an aromatic ring.
SMILES	PMI inhibition	SIAH1 antagonists	XIAP antagonists	P. falciparum M1AAP	P. falciparum M17LAP	West Nile virus CPE	CSM14.1 death rescue	PhoP inhibition	Yfh1-depleted yeast
COc1ccc(C(C(=O)NC2CCCC2)N(Cc2cccs2)C(=O)c2ccn[nH]2)cc1OC (stereo unspecified)	14%	0%	-5.5%	9%	-2%	0.1%	-0.5%	0%	i
Cn1c(=O)[nH]c(=O)c2c1nc(N1CCCC1)n2CCCSc1nnnn1-c1ccccc1	-10%	-3%	-4.6%	0%	5%	-1.0%	-0.6%	3%	i

Molecules from the list above that have fluorine:
SMILES	PMI inhibition	SIAH1 antagonists	XIAP antagonists	P. falciparum M1AAP	P. falciparum M17LAP	West Nile virus CPE	CSM14.1 death rescue	PhoP inhibition	Yfh1-depleted yeast
Cc1oc2ccc(OCc3ccccc3F)cc2c1C(=O)O	-1%	2%	-4.8%	2%	15%	0.1%	0.2%	9%	i
CCOC(=O)N1CCN(C(=O)C2CCN(S(=O)(=O)c3ccc(F)cc3)CC2)CC1	15%	-2%	-1.1%	8%	3%	0.3%	0.0%	1%	i
CCOC(=O)c1c(N)sc(C(O)(C(F)(F)F)C(F)(F)F)c1-c1ccccc1	16%	2%	-3.7%	-7%	0%	0.1%	-0.5%	25%	i

(more compounds)
SMILES	PMI inhibition	SIAH1 antagonists	XIAP antagonists	P. falciparum M1AAP	P. falciparum M17LAP	West Nile virus CPE	CSM14.1 death rescue	PhoP inhibition	Yfh1-depleted yeast
Cc1ccc(NS(=O)(=O)c2cccc(C(=O)NCCc3c[nH]c4ccccc34)c2)c(C)c1	11%	0%	-6.4%	13%	11%	-1.4%	1.3%	4%	i
CCOC(=O)N1CCC(NC(=O)c2cnn3c2NC(c2ccco2)CC3C(F)(F)F)CC1 (stereo unspecified)	-26%	-2%	-3.5%	12%	11%	-0.3%	5.2%	-14%	i
CN(C)c1cc[n+](CC(=O)c2ccc(OC(F)F)cc2)cc1	/	-2%	/	5%	9%	1.3%	/	5%	i
Cc1csc(=Nc2ccccc2)n1CCO	-11%	10%	-1.5%	4%	14%	-0.1%	-3.8%	4%	i
Cc1ccccc1Cn1cc(NC(=O)c2cc(C3CC3)on2)cn1	/	-5%	/	-3%	-4%	0.3%	/	13%	i
CCCCNC(=O)C(c1ccc(OCC(=O)OC)c(C(=O)OC)c1)N(CCc1c[nH]c2ccccc12)C(=O)CCCCCN1C(=O)NC(c2ccc(-c3ccccc3)cc2)C(C(=O)OCc2ccccc2)=C1C (stereo unspecified)	/	-1%	/	8%	-11%	-0.5%	/	-6%	i
CCC(OC(=O)C1=Cc2ccccc2OC1)C(=O)NCc1ccco1 (stereo unspecified)	12%	-2%	-4.1%	/	/	-0.9%	0.6%	/	i
Cc1nc(C(=O)O)nn1-c1ccc([N+](=O)[O-])cc1	-4%	6%	-1.1%	-3%	0%	0.4%	0.3%	1%	i
O=C(NC(=S)Nc1ccc(NC(=O)c2ccco2)cc1)c1ccccc1	2%	3%	-16%	19%	3%	-0.3%	-1.6%	-5%	i
O=C(/C=C/c1ccccc1)NC1CCSC1=O (stereo unspecified)	6%	-1%	-1.5%	-2%	0%	-0.2%	-0.9%	2%	i
Cn1c(C(=O)Nc2ccc3c(c2)OCO3)cc2c(=O)n(C)c3ccccc3c21	3%	-3%	-8.2%	5%	-9%	1.2%	-0.8%	-11%	i
O=C(c1ccccn1)c1ncc(C(F)(F)F)cc1Cl	-4%	0%	0.5%	10%	8%	1.0%	-1.2%	2%	i
CCCSc1ccc(-c2nn(-c3ccccc3)cc2/C=C(/C#N)C(=O)NCCCOC)cc1	9%	-2%	-3.6%	?	-15%	0.0%	2.2%	-8%	i
COc1ccc(S(=O)(=O)Nc2ccc(F)cc2)cc1N(C)S(=O)(=O)c1ccc(Cl)cc1	9%	-5%	-3.1%	13%	13%	0.4%	-1.3%	-8%	i
Cc1cccc(OCC(O)Cn2c(NCCCOC(C)C)nc3c2c(=O)[nH]c(=O)n3C)c1 (stereo unspecified)	6%	-1%	-1.5%	8%	3%	-0.4%	-1.1%	-14%	i
COc1ccc(/C(O)=C/C(=O)C(=O)Nc2c(C)n(C)n(-c3ccccc3)c2=O)cc1	9%	0%	-3.4%	3%	49%	0.5%	-0.8%	-2%	i
COc1ccc(C2c3sc(=O)[nH]c3SC3C4CCC(C4)C23)cc1 (stereo unspecified)	13%	4%	-8.3%	-6%	4%	0.0%	-0.2%	-3%	i
Cn1c(N)c(C(=O)COC(=O)COc2ccc(C#N)cc2)c(=O)n(C)c1=O	/	-2%	/	1%	-6%	-0.6%	/	9%	i
COc1ccc(/C=N/NC(=O)c2cccc(NC(=O)c3ccccc3Cl)c2)cc1OC	5%	-2%	-6.3%	54µM*	9%	-0.5%	0.9%	-9%	i
COc1ccccc1NC(=S)N1CCCC1	-5%	1%	0.2%	9%	6%	0.1%	-1.2%	1%	i
O=C1c2ccccc2NC(c2cccc(O)c2)N1NS(=O)(=O)c1ccccc1 (stereo unspecified)	5%	3%	-4.4%	3%	3%	0.3%	-5.0%	-14%	i
O=C(CCN1C(=O)COc2ccccc21)NCCCN1CCN(c2ccc(F)cc2)CC1	-6%	1%	-0.2%	8%	9%	-0.9%	0.5%	-3%	i
Cc1ccccc1COc1ccc(/C=C(\C#N)C(N)=O)cc1	-6%	7%	-9.0%	2%	9%	0.1%	-0.3%	-6%	i
COc1ccccc1-c1nnc(SCC(=O)N2CCC(C)CC2)o1	6%	2%	-2.4%	3%	29%	-0.4%	1.8%	-5%	i
O=C(NCCOCCOCCNC(=O)c1ccccc1)c1ccccc1	3%	-5%	-3.9%	5%	-1%	-0.4%	-1.4%	-4%	i
CCc1c(O)nc(SCC(=O)N(CC)CC)[nH]c1=O	-8%	1%	-5.4%	-1%	16%	0.1%	-1.4%	12%	i
NC(=O)c1sc2nc3c(cc2c1N)CCCCCC3	/	3%	/	3%	9%	0.1%	/	-2%	i
OCCCCCN=c1cc(-c2ccccc2)oc2ccc(Cl)cc12	3%	5%	-3.9%	14%	27%	-0.1%	-0.9%	-11%	i
O=C(COc1ccc2ccccc2c1)NNC(=O)Cc1ccccc1	-9%	45%	-3.2%	-6%	8%	-0.1%	2.1%	3%	i
CCOC(=O)Cn1nc(-c2ccccc2)nc1-c1ccccc1	3%	-2%	-6.2%	2%	-15%	0.0%	-0.5%	1%	i
C=C(C)CNC(=S)Nc1cccc2cnccc12	11%	0%	-5.2%	16%	15%	-0.4%	-4.0%	-6%	i
Cc1ccc(C)c(N(Cc2ccccc2F)S(C)(=O)=O)c1	-21%	-2%	-7.2%	-3%	7%	-0.2%	-1.6%	-6%	i
CC1(C)Cc2c(c(-c3ccccc3)[nH]c(=O)c2C#N)CO1	0%	-4%	2.7%	13%	14%	0.8%	-1.5%	-8%	i
CCN1CCc2c(C#N)c(NCc3ccccc3)nc(N(CC)CC)c2C1	1%	-4%	-6.1%	-7%	-10%	-0.6%	-2.6%	0%	i
CCN(CC)C(=N)/C(C#N)=N/Nc1ccc(C)cc1	/	0%	/	9%	6%	-0.8%	/	-4%	i
COc1ccccc1NC(=O)c1ccc(-c2nn(C)c(=O)c3ccccc23)cc1	2%	4%	-1.3%	2%	5%	-0.9%	6.1%	-7%	i
Cc1nc(SCC(=O)NC(=O)NCc2ccccc2)nc(C)c1C	9%	2%	-1.0%	5%	-3%	-0.1%	-1.4%	1%	i
CCC(=O)NC(NC(=S)Nc1c(C)n(C)n(-c2ccccc2)c1=O)C(Cl)(Cl)Cl (stereo unspecified)	-15%	-5%	-4.1%	2%	7%	0.2%	-2.4%	-1%	i
O=[N+]([O-])c1cccc(CSc2nnc3ccccn23)c1	-6%	-4%	-5.0%	0%	14%	-1.0%	-0.3%	3%	i
COCCn1c(N)c(N(Cc2ccccc2)C(=O)c2cc3ccccc3o2)c(=O)[nH]c1=O	-19%	-5%	-6.3%	-4%	-10%	0.0%	/	1%	i
